TcdB GH inh – TcdB glycohydrolase inhibition; TcdB glycohydrolase enzymatic assay, plate reader; inhibition, % at 9.99 µM; P18177; hit rate 0.24% among 350,000; in the data active = inhibition above about 10%
Target sequence (P18177 whole entry, looked up): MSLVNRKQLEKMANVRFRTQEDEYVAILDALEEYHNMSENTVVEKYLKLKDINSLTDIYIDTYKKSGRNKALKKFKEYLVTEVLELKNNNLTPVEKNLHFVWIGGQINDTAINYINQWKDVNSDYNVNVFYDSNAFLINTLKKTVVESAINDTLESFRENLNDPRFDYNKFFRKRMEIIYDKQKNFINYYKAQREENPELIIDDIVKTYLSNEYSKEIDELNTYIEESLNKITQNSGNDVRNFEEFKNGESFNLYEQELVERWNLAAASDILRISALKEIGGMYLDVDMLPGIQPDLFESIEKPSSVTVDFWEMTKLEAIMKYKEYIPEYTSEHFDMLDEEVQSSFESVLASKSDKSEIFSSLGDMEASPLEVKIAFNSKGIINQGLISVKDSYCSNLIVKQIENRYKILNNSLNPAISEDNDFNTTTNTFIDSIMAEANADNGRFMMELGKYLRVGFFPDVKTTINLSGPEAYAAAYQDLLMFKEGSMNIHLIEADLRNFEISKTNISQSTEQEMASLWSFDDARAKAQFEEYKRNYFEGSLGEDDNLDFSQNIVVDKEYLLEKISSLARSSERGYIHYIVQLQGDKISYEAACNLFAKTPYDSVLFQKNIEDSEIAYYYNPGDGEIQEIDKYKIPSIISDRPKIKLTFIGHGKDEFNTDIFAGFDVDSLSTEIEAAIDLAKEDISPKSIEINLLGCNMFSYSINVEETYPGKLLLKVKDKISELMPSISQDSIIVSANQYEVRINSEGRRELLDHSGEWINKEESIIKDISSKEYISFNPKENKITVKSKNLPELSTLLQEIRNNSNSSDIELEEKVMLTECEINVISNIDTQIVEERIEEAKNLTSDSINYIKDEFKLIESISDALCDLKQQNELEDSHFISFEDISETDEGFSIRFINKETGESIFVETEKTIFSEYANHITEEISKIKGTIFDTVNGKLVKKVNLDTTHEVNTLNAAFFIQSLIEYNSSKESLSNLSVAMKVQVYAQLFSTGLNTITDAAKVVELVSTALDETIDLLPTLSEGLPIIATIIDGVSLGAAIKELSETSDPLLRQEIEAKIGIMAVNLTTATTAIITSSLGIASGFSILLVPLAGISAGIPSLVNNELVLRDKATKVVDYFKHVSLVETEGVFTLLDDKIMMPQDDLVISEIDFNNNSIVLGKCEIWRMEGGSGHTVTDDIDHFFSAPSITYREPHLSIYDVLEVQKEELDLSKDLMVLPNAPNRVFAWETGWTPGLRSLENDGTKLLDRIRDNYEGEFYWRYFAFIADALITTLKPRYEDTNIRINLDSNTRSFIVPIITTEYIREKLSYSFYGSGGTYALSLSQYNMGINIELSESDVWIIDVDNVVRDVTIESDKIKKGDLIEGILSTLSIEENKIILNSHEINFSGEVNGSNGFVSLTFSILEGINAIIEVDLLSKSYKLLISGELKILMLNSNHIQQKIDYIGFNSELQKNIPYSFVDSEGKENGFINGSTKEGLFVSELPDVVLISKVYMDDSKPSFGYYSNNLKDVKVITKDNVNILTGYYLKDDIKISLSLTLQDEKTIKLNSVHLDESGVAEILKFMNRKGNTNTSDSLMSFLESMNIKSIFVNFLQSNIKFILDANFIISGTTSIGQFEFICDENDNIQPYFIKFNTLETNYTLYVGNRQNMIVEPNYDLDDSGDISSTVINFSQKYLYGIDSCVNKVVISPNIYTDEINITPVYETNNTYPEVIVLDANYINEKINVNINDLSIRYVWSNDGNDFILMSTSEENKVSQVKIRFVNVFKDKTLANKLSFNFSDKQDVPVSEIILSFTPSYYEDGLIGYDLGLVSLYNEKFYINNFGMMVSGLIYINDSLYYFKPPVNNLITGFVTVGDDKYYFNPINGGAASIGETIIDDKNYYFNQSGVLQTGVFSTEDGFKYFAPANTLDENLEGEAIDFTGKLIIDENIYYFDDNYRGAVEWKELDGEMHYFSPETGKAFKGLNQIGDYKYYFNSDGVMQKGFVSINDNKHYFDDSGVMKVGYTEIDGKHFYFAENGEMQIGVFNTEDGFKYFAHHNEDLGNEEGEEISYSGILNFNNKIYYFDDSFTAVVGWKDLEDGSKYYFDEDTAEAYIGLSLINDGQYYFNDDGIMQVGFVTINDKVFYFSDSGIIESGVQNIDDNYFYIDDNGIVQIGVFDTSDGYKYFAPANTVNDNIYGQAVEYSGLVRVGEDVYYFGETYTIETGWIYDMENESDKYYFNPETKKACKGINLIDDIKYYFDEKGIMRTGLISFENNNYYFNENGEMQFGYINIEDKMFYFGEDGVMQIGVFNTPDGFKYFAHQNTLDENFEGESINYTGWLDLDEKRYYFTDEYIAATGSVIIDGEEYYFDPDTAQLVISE
* hit, by the source's call. The list is partial, so the mix of outcomes need not match the whole.

SMILES | TcdB GH inh
CN(C)CC(=O)Nc1ccc2c(c1)[C@@H]1C[C@@H](CC(=O)NCc3ccc(Cl)cc3)O[C@H](CO)[C@@H]1O2 | -1.8
C[C@@H]1CN([C@H](C)CO)C(=O)Cc2cc(NC(=O)Nc3ccc4c(c3)OCO4)ccc2O[C@H]1CN(C)Cc1ccc(C(F)(F)F)cc1 | -1.9
Cc1ccc(S(=O)(=O)N(C)C[C@@H]2Oc3ccc(NC(=O)CCN4CCOCC4)cc3CC(=O)N([C@@H](C)CO)C[C@@H]2C)cc1 | 0.0
CCCNC(=O)N1[C@H](CO)[C@H](c2ccc(C#CCN(C)C)cc2)[C@@H]1C#N | 1.1
C[C@@H](NC(=O)C[C@@H]1C[C@@H]2c3cc(NC(=O)c4ccc5c(c4)OCO5)ccc3O[C@@H]2[C@H](CO)O1)c1ccccc1 | -0.5
C[C@H]1CN([C@@H](C)CO)C(=O)Cc2cc(NS(C)(=O)=O)ccc2O[C@@H]1CN(C)C(=O)Nc1ccc(F)cc1 | -0.6
COc1ccc(NC(=O)N(C)C[C@H]2OCCCC[C@@H](C)Oc3ccc(NC(=O)Nc4ccc(F)cc4)cc3C(=O)N([C@@H](C)CO)C[C@H]2C)cc1 | 0.2
C[C@@H]1CN([C@@H](C)CO)C(=O)c2cc(NS(C)(=O)=O)ccc2O[C@@H](C)CCCCO[C@@H]1CN(C)S(=O)(=O)c1ccccc1 | 0.4
COc1cccc(NC(=O)N(C)C[C@@H]2Oc3ncc(C#Cc4ccncc4)cc3C(=O)N([C@@H](C)CO)C[C@@H]2C)c1 | 0.0
CC(=O)Nc1ccccc1-c1cn(CC(=O)N2CCOCC2)nn1 | 0.5
O=S(=O)(NC[C@@H]1CC[C@H]2[C@H](CN2Cc2cccc(-c3ccccn3)c2)O1)c1ccccc1 | 0.0
C[C@@H]1CN([C@@H](C)CO)C(=O)c2cc(NS(=O)(=O)c3cccs3)ccc2O[C@@H](C)CCCCO[C@H]1CN(C)S(=O)(=O)c1cccs1 | 0.5
Cc1noc(C)c1S(=O)(=O)Nc1ccc2c(c1)C(=O)N([C@@H](C)CO)C[C@H](C)[C@@H](CN(C)C(=O)CCC(F)(F)F)OCCCC[C@H](C)O2 | 0.0
C[C@@H]1CN([C@@H](C)CO)C(=O)Cc2cc(NS(C)(=O)=O)ccc2O[C@H]1CN(C)Cc1ccc(C(F)(F)F)cc1 | -0.5
CN(C)CCCNC(=O)C[C@@H]1C=C[C@H](NC(=O)Cc2cccnc2)[C@H](CO)O1 | -0.5
C[C@@H]1CN([C@H](C)CO)C(=O)c2cc(NC(=O)CCC(F)(F)F)ccc2O[C@@H](C)CCCCO[C@@H]1CN(C)Cc1ccc2c(c1)OCO2 | -0.3
CN1C(=O)c2cc(NC(=O)C3CC3)ccc2OC[C@H]2O[C@@H](CC(=O)NCC3CCCCC3)CC[C@H]21 | 1.4
CN1CCN(C(=O)C[C@H]2CC[C@@H]3[C@@H](COc4ccc(NC(=O)C5CCCC5)cc4C(=O)N3C)O2)CC1 | 1.9
C[C@H]1CCCCO[C@@H](CN(C)C(=O)Cc2ccccc2)[C@@H](C)CN([C@@H](C)CO)C(=O)c2cc(NS(=O)(=O)c3ccccc3)ccc2O1 | -0.8
O=C(C[C@@H]1CC[C@H](NC(=O)C2CCOCC2)[C@@H](CO)O1)NCC1CC1 | 0.2
O=C(C1CCOCC1)N1CC(=O)N2[C@@H](CO)[C@H](c3ccc(C#CC4CC4)cc3)[C@@H]2C1 | -0.3
CCC(=O)Nc1ccc2c(c1)OC[C@@H](C)N(S(=O)(=O)c1cn(C)cn1)C[C@@H](C)[C@H](OC)CN(C)C2=O | 0.3
O=C(N[C@H]1CC[C@@H](CCn2cc(Cc3ccccc3)nn2)O[C@@H]1CO)c1ccccn1 | -1.1
C[C@H]1CN([C@@H](C)CO)C(=O)c2cc(NC(=O)C3CC3)ccc2O[C@H]1CN(C)C(=O)Nc1cccc2ccccc12 | 0.3
CN(C)C(=O)c1ccc(-c2ccc([C@@H]3[C@@H](CO)N4CCCCN(Cc5ccncc5)C[C@@H]34)cc2)cc1 | 0.1

Some of the entries above, set out differently.
| molecule | TcdB GH inh |
| --- | --- |
| CC(=O)Nc1ccccc1-c1cn(CC(=O)N2CCOCC2)nn1 | 0.5 |
| O=S(=O)(NC[C@@H]1CC[C@H]2[C@H](CN2Cc2cccc(-c3ccccn3)c2)O1)c1ccccc1 | 0.0 |
| C[C@@H]1CN([C@@H](C)CO)C(=O)c2cc(NS(=O)(=O)c3cccs3)ccc2O[C@@H](C)CCCCO[C@H]1CN(C)S(=O)(=O)c1cccs1 | 0.5 |
| Cc1noc(C)c1S(=O)(=O)Nc1ccc2c(c1)C(=O)N([C@@H](C)CO)C[C@H](C)[C@@H](CN(C)C(=O)CCC(F)(F)F)OCCCC[C@H](C)O2 | 0.0 |
| C[C@@H]1CN([C@@H](C)CO)C(=O)Cc2cc(NS(C)(=O)=O)ccc2O[C@H]1CN(C)Cc1ccc(C(F)(F)F)cc1 | -0.5 |
| CN(C)CCCNC(=O)C[C@@H]1C=C[C@H](NC(=O)Cc2cccnc2)[C@H](CO)O1 | -0.5 |
| C[C@@H]1CN([C@H](C)CO)C(=O)c2cc(NC(=O)CCC(F)(F)F)ccc2O[C@@H](C)CCCCO[C@@H]1CN(C)Cc1ccc2c(c1)OCO2 | -0.3 |
| CN1C(=O)c2cc(NC(=O)C3CC3)ccc2OC[C@H]2O[C@@H](CC(=O)NCC3CCCCC3)CC[C@H]21 | 1.4 |
| CN1CCN(C(=O)C[C@H]2CC[C@@H]3[C@@H](COc4ccc(NC(=O)C5CCCC5)cc4C(=O)N3C)O2)CC1 | 1.9 |
| C[C@H]1CCCCO[C@@H](CN(C)C(=O)Cc2ccccc2)[C@@H](C)CN([C@@H](C)CO)C(=O)c2cc(NS(=O)(=O)c3ccccc3)ccc2O1 | -0.8 |

Carrying on:
SMILES | TcdB GH inh
COc1ccc(NC(=O)Nc2ccc3c(c2)C(=O)N([C@H](C)CO)C[C@@H](C)[C@@H](CN(C)Cc2ccncc2)O3)cc1 | -0.2
CCC(=O)NC[C@@H]1[C@H](c2ccccc2)[C@H](CO)N1C(=O)C1CC1 | -13.5
Cc1ccc(S(=O)(=O)Nc2ccc3c(c2)C(=O)N([C@@H](C)CO)C[C@H](C)[C@@H](CN(C)Cc2ccc4c(c2)OCO4)OCCCC[C@@H](C)O3)cc1 | 0.3
C[C@@H]1CCCCO[C@H](CN(C)CC2CC2)[C@H](C)CN([C@@H](C)CO)C(=O)c2cc(NS(=O)(=O)c3ccc(Cl)cc3)ccc2O1 | 0.9
C[C@@H]1CN([C@@H](C)CO)C(=O)c2cccc(NC(=O)Nc3ccc4c(c3)OCO4)c2O[C@@H]1CN(C)S(=O)(=O)c1ccc(F)cc1 | 0.2
C[C@H](NC(=O)C[C@H]1C[C@@H]2c3cc(NC(=O)Cc4ccncc4)ccc3O[C@@H]2[C@@H](CO)O1)c1ccccc1 | -0.7
C[C@@H]1CN([C@@H](C)CO)C(=O)c2cccc(NC(=O)Nc3ccc(C(F)(F)F)cc3)c2O[C@H]1CN(C)S(C)(=O)=O | 1.5
Cc1ccc(S(=O)(=O)Nc2ccc3c(c2)C(=O)N([C@H](C)CO)C[C@H](C)[C@H](CN(C)S(=O)(=O)c2ccc(C)cc2)O3)cc1 | 0.6
C[C@@H]1CN([C@H](C)CO)C(=O)c2cc(NC(=O)Nc3ccc4c(c3)OCO4)ccc2O[C@@H](C)CCCCO[C@@H]1CN(C)Cc1ccc(C(=O)O)cc1 | -2.1
C[C@@H]1CN([C@H](C)CO)S(=O)(=O)c2ccc(/C=C/c3ccccc3)cc2O[C@@H]1CN(C)Cc1cccnc1 | 0.0
CNC[C@@H]1OCCCC[C@H](C)Oc2ccc(NS(=O)(=O)c3ccc(Cl)cc3)cc2C(=O)N([C@H](C)CO)C[C@@H]1C | -10.4
CN1C(=O)c2cc(NC(=O)c3ccc(C(F)(F)F)cc3)ccc2OC[C@@H]2O[C@H](CC(=O)NCc3ccc4c(c3)OCO4)CC[C@@H]21 | -2.5
CC(C)NC(=O)N(C)C[C@H]1Oc2ccc(N(C)C)cc2CC(=O)N([C@@H](C)CO)C[C@@H]1C | -10.2
O=C(C[C@H]1CC[C@@H]2[C@H](COC[C@@H](O)CN2S(=O)(=O)c2cccc(F)c2)O1)NC1CCC1 | -0.6
C[C@H](CO)N1C[C@H](C)[C@@H](CN(C)CC2CC2)OCCCC[C@H](C)Oc2ccc(NC(=O)Cc3ccccc3)cc2C1=O | 0.9
O=S(=O)(Cc1ccccc1)N1CCCCN2[C@H](CO)[C@H](c3ccc(-c4cccnc4)cc3)[C@H]2C1 | 0.2
C[C@@H]1CN([C@H](C)CO)C(=O)c2cc(-c3ccc(C#N)cc3)cnc2O[C@@H]1CN(C)Cc1ccncc1 | 0.3
CC(C)(C)[S@@](=O)N1Cc2cc(C(=O)N3CCOCC3)nc(-c3cccc(-c4ccccc4F)c3)c2[C@H]1CCO | 1.9
CCN1[C@H](C(=O)NCC2CC2)[C@@H](CO)[C@@H]2Cn3c(ccc(-c4ccccc4OC)c3=O)[C@@H]21 | -1.1
CN(C)C(=O)C[C@@H]1CC[C@@H](NC(=O)Nc2cccc(F)c2)[C@@H](CO)O1 | -0.9
CCCN(C)C[C@H]1Oc2cc(C#CC3(O)CCCC3)ccc2S(=O)(=O)N([C@H](C)CO)C[C@H]1C | -0.5
CO[C@@H]1CN(C)C(=O)c2ccc(NC(C)=O)cc2OC[C@H](C)N(C(=O)C2CC2)C[C@@H]1C | 1.2
CNC[C@H]1Oc2ccc(NC(=O)Cc3ccccc3)cc2C(=O)N([C@H](C)CO)C[C@H]1C | -1.0
CN(C)CC(=O)N1[C@H](CO)[C@H](c2ccc(C#CC3CCCCC3)cc2)[C@@H]1C#N | 0.3
O=C(Nc1ccc(C(F)(F)F)cc1)N[C@@H]1CC[C@@H](CC(=O)N2CCCCC2)O[C@H]1CO | 0.2
SMILES | TcdB GH inh
COc1ccc(NC(=O)Nc2cccc3c2O[C@@H](CN(C)CC2CC2)[C@H](C)CN([C@@H](C)CO)C3=O)cc1 | -0.2
CCCNC(=O)C[C@H]1CC[C@H]2[C@@H](COc3ccc(NC(=O)c4ccno4)cc3C(=O)N2C)O1 | -0.8
COc1ccc(CN(C)C[C@H]2Oc3ccc(NC(=O)C4CC4)cc3C(=O)N([C@H](C)CO)C[C@@H]2C)cc1 | -0.5
COc1ccc(S(=O)(=O)Nc2ccc3c(c2)CC(=O)N([C@H](C)CO)C[C@H](C)[C@@H](CN(C)C(=O)Nc2cccc4ccccc24)O3)cc1 | 0.6
O=C(C[C@H]1CC[C@H]2[C@@H](COC[C@H](O)CN2S(=O)(=O)c2ccccc2)O1)NCc1ccc2c(c1)OCO2 | 0.2
CC(=O)N1[C@H](CNC(=O)CN(C)C)[C@@H](c2ccc(C3=CCCCC3)cc2)[C@@H]1CO | -0.9
Cc1cccc(S(=O)(=O)N[C@@H]2CC[C@@H](CCNC(=O)CCN3CCCCC3)O[C@H]2CO)c1 | -0.2
CCC(=O)Nc1ccc2c(c1)OC[C@H](C)N(C(=O)c1ccccn1)C[C@@H](C)[C@@H](OC)CN(C)C2=O | 0.0
C[C@@H]1CN([C@@H](C)CO)C(=O)c2cc(C#CC3CCCCC3)cnc2O[C@H]1CN(C)Cc1ccncc1 | 0.4
COc1cccc(NC(=O)N2C[C@H](O)COC[C@H]3O[C@H](CC(=O)NC4CCCC4)CC[C@@H]32)c1 | -1.6
O=C(C[C@H]1CC[C@H]2[C@@H](COC[C@H](O)CN2Cc2cccc(F)c2)O1)NCC1CCCCC1 | 0.3
COc1ccc2c3c([nH]c2c1)[C@H](CO)N(C(=O)c1ccccn1)CC31CN(C(=O)C2CCC2)C1 | 1.3
N#C[C@H]1[C@H](c2ccccc2-c2ccc(F)cc2)[C@@H](CO)N1C(=O)Cc1cccnc1 | 0.7
C[C@@H]1CCCCO[C@@H](CN(C)C(=O)Nc2ccc(C(F)(F)F)cc2)[C@@H](C)CN([C@H](C)CO)C(=O)c2cc(NC(=O)Nc3cccc4ccccc34)ccc2O1 | 0.7
Cc1ccc(S(=O)(=O)N[C@H]2CC[C@@H](CCNC(=O)C3CCCCC3)O[C@@H]2CO)cc1 | -1.3
CS(=O)(=O)Nc1ccc2c(c1)[C@@H]1C[C@@H](CC(=O)N3CCc4ccccc4C3)O[C@H](CO)[C@@H]1O2 | -1.3
CN(C)CC(=O)N[C@H]1CC[C@H](CC(=O)NCc2ccccc2F)O[C@H]1CO | -0.3
CS(=O)(=O)N1[C@H](CO)[C@H](c2ccc(C#Cc3cccc(F)c3)cc2)[C@@H]1C#N | -0.8
C/C=C/c1cnc2c(c1)C(=O)N([C@@H](C)CO)C[C@@H](C)[C@H](CN(C)C(=O)Nc1ccccc1F)O2 | -0.6
CN(C)C(=O)c1ccc(-c2ccc([C@H]3[C@H]4CN(C(=O)CC5CC5)CC(=O)N4[C@H]3CO)cc2)cc1 | -0.6
CO[C@@H]1CN(C)C(=O)c2cc(NC(=O)C3CC3)ccc2OC[C@H](C)N(C(=O)c2cnccn2)C[C@H]1C | -0.6
CC=Cc1ccc2n(c1=O)C[C@H]1[C@H](CO)[C@@H](C(=O)OC)[C@@H]2N1C(=O)CC (mixture of isomers) | -0.1
CNC[C@@H]1Oc2ccc(NC(=O)c3ccncc3)cc2CC(=O)N([C@@H](C)CO)C[C@H]1C | 1.7
CCCNC(=O)N1CC2(CCN(C(=O)CC)CC2)c2c(n(C)c3cc(OC)ccc23)[C@H]1CO | 0.1
O=C(C[C@H]1CC[C@H]2[C@@H](COC[C@@H](O)CN2Cc2cc(F)ccc2F)O1)N[C@@H]1CCN(Cc2ccccc2)C1 | -0.5
CNC[C@H]1Oc2c(NC(=O)Nc3ccc(OC)cc3)cccc2C(=O)N([C@H](C)CO)C[C@H]1C | 0.7
O=C(Nc1cc(F)ccc1F)N1CCCCN2[C@H](CO)[C@H](c3ccc(-c4ccccc4)cc3)[C@H]2C1 | 0.8
COc1cccc(-c2ccc3n(c2=O)C[C@@H]2[C@@H](CO)[C@H](C(=O)N(C)C)[C@H]3N2C(=O)c2cnccn2)c1 | 1.7
C[C@@H]1CN([C@H](C)CO)C(=O)c2cc(-c3cncnc3)cnc2O[C@@H]1CN(C)Cc1ccc(F)cc1 | -0.3
Cc1nn(C)cc1NC(=O)C[C@@H]1CC[C@@H]2[C@@H](COc3ccc(NC(=O)C4CCOCC4)cc3C(=O)N2C)O1 | 2.0

Screens (PubChem BioAssay)
